LGR2 antag = Drosophila LGR2 receptor signaling inhibition. inhibition, % at 9.99 µM. HEK293 LGR2, CRE-luciferase, bursicon-stimulated, 4 h. 380,000 tested, 0.35% active;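 active = drop in luminescence signal, shown as inhibition above about 50% in the replicate tests, limit read from the data, passing the limit was not always enough; inconclusive = probably only some replicates passing the limit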;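 also: agonist challenge used bursicon conditioned medium at about half maximal strength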
ARNT TACC3 PPI = disruptors of human ARNT/TACC3 interaction; Q9Y6A5; AlphaScreen His-ARNT PAS-B/GST-TACC3 binding, luminescence; TACC3 fragment carries E629A point mutation; inhibition, % at 9.99 µM; 390,000 tested, 0.66% active;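 active = mean inhibition of replicates at least 50% and at least half of replicates each reaching 50%; inconclusive = half or more replicates reach 50% but mean below 50%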;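 also: 0% = complete ARNT plus TACC3 wells and 100% = ARNT alone without TACC3; many hits fall short of the cut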
DENV2 CPE = DENV2-induced cell death inhibition | CPE inhibition, % at 9.99 µM | 350,000 tested, 1.7% active | DENV2-infected cells, cytopathic effect rescue, plate reader; in the data active = CPE inhibition above about 20%, passing the limit was not always enough; inconclusive = no clear call, values can overlap the other calls; tested in BHK-21 cells;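 also: 0% = median of neutral control wells and 100% = median of positive control wells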
SIRT5 block = inhibitors of human sirtuin-5 desuccinylase | Q9NXA8 | Purified SirT5, succinyl-peptide AMC, trypsin-coupled fluorescence | inhibition, % at 15 µM | 330,000 tested, 1.1% active; in the data active = inhibition above about 15%; inconclusive = no clear call, values can overlap the other calls
Target sequence (Q9NXA8 whole entry, looked up): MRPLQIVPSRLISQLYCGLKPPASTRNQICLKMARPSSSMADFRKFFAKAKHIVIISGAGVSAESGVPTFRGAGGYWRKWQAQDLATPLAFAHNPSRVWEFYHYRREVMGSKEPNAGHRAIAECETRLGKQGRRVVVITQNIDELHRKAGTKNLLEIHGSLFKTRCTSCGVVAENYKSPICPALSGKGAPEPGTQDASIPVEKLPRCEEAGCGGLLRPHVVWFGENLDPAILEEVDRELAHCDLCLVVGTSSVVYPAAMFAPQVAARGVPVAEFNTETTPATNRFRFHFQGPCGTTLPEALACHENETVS
PAX8 reporter = PAX8 transcriptional activity inhibition | 360,000 tested, 1.2% active | inhibition, % at 12.6 µM | RMG-I TPO-luciferase reporter, SteadyGlo, 24 h;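 active = mean replicate inhibition at least 60% with every replicate also reaching 60%; inconclusive = only one of the two criteria is met; inactive = mean below 60% and not all replicates reaching 60%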;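 also: luciferase light reporting Pax8 driven TPO promoter activity; plate controls were median of neutral control wells for no effect and mitoxantrone controls for full effect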
CASP6 VEID inh = caspase-6 (human) enzyme inhibition. inhibition, % at 12.5 µM. purified caspase-6, Z-VEID-R110 cleavage fluorescence. AID 686996. 350,000 tested, 0.53% active;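 active = mean inhibition across replicates at least about 35%, with every replicate also reaching that limit, limit read from the data; inconclusive = only one of the two criteria met; inactive = neither criterion met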;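 also: 0% = median of neutral control wells and 100% = no fluorescence left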
Target sequence (P55212 24-179 limits assumed): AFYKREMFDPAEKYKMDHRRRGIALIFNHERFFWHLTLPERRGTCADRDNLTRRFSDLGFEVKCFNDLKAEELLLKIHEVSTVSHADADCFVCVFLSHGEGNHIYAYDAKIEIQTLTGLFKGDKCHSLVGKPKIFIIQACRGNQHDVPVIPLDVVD
Target sequence (P55212 194-293 limits assumed): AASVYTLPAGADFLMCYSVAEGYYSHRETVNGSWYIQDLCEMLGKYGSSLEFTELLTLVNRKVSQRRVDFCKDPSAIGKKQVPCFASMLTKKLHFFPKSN
EWS-Fli block = blocks EWS/Fli oncoprotein-driven transcription. 350,000 tested, 0.67% active. inhibition, % at 12.6 µM. A673 NR0B1-luciferase reporter, viability-normalised;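 active = mean inhibition of at least 50% after viability correction, with every replicate also passing that limit; inconclusive = mean reaches 50% but only one of two replicates passes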;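 also: firefly luciferase signal divided by Alamar Blue viability fluorescence both relative to DMSO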
* hit, by the source's call; ? = inconclusive; nt = not tested or not shown.

Each structure is followed by: LGR2 antag | ARNT TACC3 PPI | DENV2 CPE | SIRT5 block | PAX8 reporter | CASP6 VEID inh | EWS-Fli block
> CO[C@H]1CN(C)C(=O)c2cc(NC(=O)Nc3ccc(Cl)c(Cl)c3)ccc2OC[C@H](C)NC[C@@H]1C
 : 31.1 | -20.4 | nt | 7.5 | 13.0 | nt | -0.5
> COC(=O)[C@]1(Cc2ccccc2)N[C@H](CN(C)C(=O)NC(C)C)[C@@H]2C(=O)N(C)C(=O)[C@@H]21
 : 8.7 | -7.5 | ? | nt | 4.4 | -0.4 | -2.1
> CCCN(C)C[C@H]1OCCCC[C@H](C)Oc2ccc(NC(=O)CCCN(C)C)cc2C(=O)N([C@H](C)CO)C[C@@H]1C
 : -9.8 | nt | nt | nt | -19.1 | nt | -14.5
> O=C(NCCC1=CCCCC1)c1cc(-c2ccccn2)nc2ccccc12
 : 21.8 | -6.2 | 9.2 | -3.1 | 6.2 | -1.3 | -1.4
> CC1CC(C)(C)C2=NCCN21 (configuration not stated)
 : -3.8 | nt | -7.3 | -4.3 | -18.1 | 0.8 | 5.3
> CC(=O)NC12CC3CC(C1)CC(C(=O)Nc1nc4ccc(F)cc4s1)(C3)C2
 : -37.8 | -3.1 | 13.8 | 2.6 | -23.5 | -3.9 | -47.7
> CC(=O)Oc1ccc(/C=N/NC(=O)CCSc2ccccc2)cc1
 : 8.2 | -0.9 | -3.3 | -0.4 | -7.3 | 2.9 | 6.5
> OCCCn1c(CCNc2nc(-c3ccc(Cl)cc3)cs2)nc2cc(C(F)(F)F)ccc21
 : -9.3 | -4.3 | nt | nt | -3.0 | nt | 5.0
> Cc1ccccc1NC(=O)c1cccc(NC(=O)c2ccco2)c1
 : -7.0 | 2.9 | 3.5 | -0.8 | -19.9 | 2.4 | -6.7
> O=C(c1ccncc1)N1CC[C@@H]2[C@@H](CO)Nc3ccc(Br)cc3[C@@H]21
 : 16.4 | 24.9 | nt | nt | -6.8 | nt | 3.0
> COc1ccc(C(C[N+](=O)[O-])n2nc(C)cc2C)cc1 (configuration not stated)
 : -4.4 | -0.7 | -5.3 | 2.6 | 13.6 | 10.6 | 18.7
> COc1ccccc1CNc1nc2cc(-c3ccc(OC)c(OC)c3)sc2c(=O)n1C
 : -4.5 | nt | -1.6 | 19.8* | 2.5 | 4.7 | 11.5
> Cc1ccc(S(=O)(=O)N[C@@H]2CC[C@@H](CC(=O)NCCCN(C)C)O[C@H]2CO)cc1
 : 6.4 | -4.0 | -2.3 | -3.2 | nt | -2.5 | nt
> CC(OC(=O)CNC(=O)c1ccccc1)C(=O)Nc1ccc(S(=O)(=O)N2CCOCC2)cc1 (configuration not stated)
 : 5.8 | -0.1 | -2.9 | -6.4 | -4.3 | -1.6 | 0.3
> O=C(NC1CCCCC1)N[C@H]1CC[C@H](CC(=O)N2CCOCC2)O[C@H]1CO
 : 3.2 | -2.3 | -3.9 | 1.6 | -3.3 | -0.4 | -4.1

Just EWS-Fli block, PAX8 reporter and ARNT TACC3 PPI, for some of the entries so far:
| SMILES | EWS-Fli block | PAX8 reporter | ARNT TACC3 PPI |
| --- | --- | --- | --- |
| O=C(c1ccncc1)N1CC[C@@H]2[C@@H](CO)Nc3ccc(Br)cc3[C@@H]21 | 3.0 | -6.8 | 24.9 |
| CCCN(C)C[C@H]1OCCCC[C@H](C)Oc2ccc(NC(=O)CCCN(C)C)cc2C(=O)N([C@H](C)CO)C[C@@H]1C | -14.5 | -19.1 | nt |

Following part
Each structure is followed by: LGR2 antag | ARNT TACC3 PPI | DENV2 CPE | SIRT5 block | PAX8 reporter | CASP6 VEID inh | EWS-Fli block
> CC(C)(O)C#Cc1ccc([C@@H]2[C@H]3CN(S(C)(=O)=O)CCCCN3[C@H]2CO)cc1
 : 1.3 | -4.6 | nt | nt | 2.4 | nt | -6.8
> OC[C@H]1[C@H](c2ccc(C#CC3(O)CCCC3)cc2)[C@H]2CN(Cc3ccncc3)CCCCN21
 : -11.3 | 0.6 | -15.0 | 3.7 | -2.8 | -0.4 | 2.6
> CCN(CC)CCNC(=O)c1cc(S(C)(=O)=O)ccc1OC
 : nt | 0.2 | -1.1 | -1.3 | 3.1 | 1.1 | 0.1
> CN(C)S(=O)(=O)c1cccc(NC(=S)Nc2cccc3cnccc23)c1
 : 19.0 | 14.4 | 7.7 | -1.3 | -26.9 | 2.1 | -24.1
> CCC(=O)N1[C@@H]2CN(S(=O)(=O)c3ccccc3F)c3ccccc3[C@@H]2[C@@H]1CO
 : -0.9 | -15.1 | ? | nt | 2.6 | 0.9 | -0.1
> CCN(CC)S(=O)(=O)c1ccc(NC(=O)c2cccnc2Cl)c(NC(=O)c2cccnc2Cl)c1
 : nt | nt | -5.8 | -3.6 | -6.3 | -2.2 | 9.5
> C[C@@H]1CN([C@H](C)CO)C(=O)c2cc(NC(=O)Nc3ccc(C(F)(F)F)cc3)ccc2O[C@@H]1CN(C)C(=O)Nc1ccc(F)cc1
 : -12.8 | -5.4 | -11.3 | 3.7 | nt | -4.3 | -12.5
> O=C(NCc1ccc(Cl)cc1)c1ccc(OCC2CCCO2)cc1 (configuration not stated)
 : -16.2 | 0.5 | 8.2 | 1.0 | 14.3 | -3.6 | -8.5
> CCOc1ccc(NC(=O)C(=O)N/N=C/c2cccnc2)cc1
 : 24.0 | -14.9 | 7.2 | -1.0 | -18.7 | 1.0 | -2.7
> COc1ccc(Cl)cc1NC(=O)Nc1cnccn1
 : 10.8 | -4.4 | 1.6 | -2.6 | 10.3 | 4.0 | 14.2
> COc1ccc2c3c([nH]c2c1)[C@@H](CO)N(S(C)(=O)=O)CC31CN(CC2CCOCC2)C1
 : -24.4 | nt | 1.1 | 0.0 | -18.4 | -1.1 | -6.9
> Cc1cc(C)c(S(=O)(=O)c2cccc(C(F)(F)F)c2)c(=O)[nH]1
 : -3.3 | -4.5 | 6.3 | -0.3 | 14.1 | -0.6 | 6.8
> O=C(N/N=C/c1ccc(Cl)c([N+](=O)[O-])c1)C1CC1
 : 2.0 | 0.6 | nt | nt | -0.6 | nt | nt
> CN1c2ccccc2-c2nc3ccccc3n2C1c1cccs1 (configuration not stated)
 : 10.6 | -11.4 | -13.8 | -33.7 | -11.0 | 4.1 | -1.6
> C[C@H]1CN([C@@H](C)CO)S(=O)(=O)c2ccc(C#Cc3ccc(F)cc3)cc2O[C@H]1CN(C)S(=O)(=O)c1ccc(F)cc1
 : 3.8 | 1.3 | 1.7 | 28.8* | nt | 1.2 | 11.6
> CCOC(=O)C1=C(C)Nc2ccccc2N/C1=N\S(=O)(=O)c1ccc(Cl)cc1
 : -10.3 | -0.5 | -9.4 | 2.4 | 10.7 | -0.9 | 13.8
> CCCCn1nnnc1NCc1cccc(OC)c1OC
 : -4.5 | -4.3 | -4.6 | -0.4 | nt | -5.5 | 3.4
> COCc1c(C(=O)OCc2nnc(-c3ccc([N+](=O)[O-])cc3)o2)oc2ccccc12
 : 8.4 | -1.1 | 5.2 | -1.9 | nt | 0.7 | -7.2
> COC(=O)C[C@@H]1CC[C@H]2[C@H](COc3ccc(NC(=O)C4CC4)cc3C(=O)N2C)O1
 : 0.0 | 2.6 | 13.2 | -10.4 | 3.2 | 1.8 | 1.2
> O=C(Cc1cccc(NC(=O)C2CCCN(C(=O)c3ccccc3)C2)c1)Nc1cccc(C(=O)N2CCOCC2)c1 (configuration not stated)
 : 0.8 | 1.7 | -1.7 | -4.8 | -4.5 | 1.2 | -1.8
> Cc1noc(C)c1NC(=O)N(C)C[C@@H]1Oc2ccc(NS(=O)(=O)c3c(C)noc3C)cc2CC(=O)N([C@@H](C)CO)C[C@@H]1C
 : 10.1 | -11.5 | 7.2 | 2.9 | -0.2 | 0.5 | -9.9
> COc1ccc(N(C(=O)CNC(=O)c2cccs2)C(C(=O)NCC2CCCO2)c2ccccc2)c(OC)c1 (configuration not stated)
 : 14.2 | -0.9 | -1.3 | -2.9 | -0.9 | 4.4 | -0.2
> CN(C)S(=O)(=O)c1ccc(NC(=O)COC(=O)Cn2[nH]c(=O)c3ccccc3c2=O)cc1
 : -3.1 | 8.3 | -3.0 | -1.5 | 5.1 | -2.4 | 8.8
> CCc1nc2ccc(C(=O)N3CCN(S(=O)(=O)CC)CC3)cn2c1N(CC)CCN(C)C
 : 0.3 | nt | -9.2 | -1.6 | -11.8 | -3.9 | 0.1
> CCCCCCN1C=C/C(=C\C=C(C#N)C#N)c2ccccc21
 : 21.2 | -4.9 | -3.3 | 14.2 | 4.7 | -1.8 | 1.0
> CCOC(=O)N1CCC(NC(=O)Cn2c3c(c(-c4ccccc4Cl)cc2=O)CCC3)CC1
 : nt | -0.4 | 4.0 | -3.3 | -2.2 | 0.7 | -2.3
> CC(C)CN(C(=O)CCNC(=O)c1ccccc1Cl)C1CCS(=O)(=O)C1 (configuration not stated)
 : -3.3 | 11.8 | 0.7 | -7.7 | -6.6 | -2.3 | 2.9
> C/C(=N/NS(=O)(=O)c1cccc([N+](=O)[O-])c1)c1ccc2c(c1)OCO2
 : 11.3 | -2.3 | 0.9 | 0.7 | 10.1 | -0.9 | -3.9
> CC(=O)Nc1ccc(/C=N/NC(=O)CNC(=O)c2ccccc2)cc1
 : 6.9 | 0.2 | 12.6 | -1.2 | -0.1 | -3.8 | 0.3
> COC(=O)C1=C(C)N(c2ccc(C)cc2)/C(=C/c2ccc(O)cc2)C1=O
 : 11.5 | 2.5 | -0.5 | 0.6 | 11.1 | 1.9 | 6.6
> C[C@H](CO)N1C[C@H](C)[C@@H](CN(C)C(=O)Cc2ccccc2)OCCCC[C@H](C)Oc2ccc(NS(=O)(=O)c3ccccc3)cc2C1=O
 : -1.6 | -1.9 | -6.8 | 3.4 | -2.1 | 0.9 | 0.2
> Fc1ccc(-n2c(Cc3cccs3)n[nH]c2=S)cc1Cl
 : -12.3 | -8.0 | nt | -5.9 | -5.5 | 0.8 | -0.8
> C[C@@H]1CN([C@H](C)CO)C(=O)c2cc(NS(=O)(=O)c3cn(C)cn3)ccc2O[C@@H]1CN(C)C(=O)Nc1ccc(F)cc1
 : -2.2 | nt | nt | nt | 13.3 | nt | 0.4
> COc1ccc(NC(=S)N(CCC(C)C)C2CCN(C(C)C)CC2)cc1
 : 14.7 | -3.9 | 0.0 | -1.7 | 3.4 | -2.5 | 9.1
> CCCc1c(C(=O)N/N=C/c2ccc(OCc3ccccc3)c(OC)c2)nnn1-c1nonc1N
 : -5.9 | nt | -2.9 | -5.0 | -13.6 | 7.1 | -35.5
> C[C@H](CO)N1C[C@H](C)[C@H](CN(C)S(=O)(=O)c2cn(C)cn2)Oc2ncc(C#Cc3cccc(F)c3)cc2C1=O
 : -4.8 | -0.2 | -6.5 | -1.3 | nt | 1.2 | -8.9
> C[C@H](CO)N1C[C@H](C)[C@H](CN(C)S(C)(=O)=O)Oc2ccc(NC(=O)C3CCCCC3)cc2CC1=O
 : 1.4 | 1.1 | -2.8 | -2.2 | -4.8 | -1.9 | -5.7
> COc1ccc(C)cc1S(=O)(=O)N1CCN(C(=O)c2ncoc2-c2cccc(C)c2)CC1
 : -6.1 | -1.1 | 1.1 | -1.2 | 15.8 | 3.7 | 8.0
> COc1ccccc1-c1nnc(N)s1
 : 0.1 | 7.0 | -5.2 | -8.1 | 27.6 | -7.5 | -8.7
> CO[C@@H](CN(C)C(=O)c1ccc2c(c1)OCO2)[C@@H](C)CN([C@H](C)CO)S(=O)(=O)c1ccc(F)cc1
 : -17.0 | 4.5 | 2.3 | -1.7 | nt | -2.2 | -11.0
> CCCNC(=O)[C@H]1N[C@H]2c3ccc(C4=CCCC4)c(=O)n3C[C@H]2[C@@H]1CO
 : 6.4 | -2.2 | -2.8 | -0.7 | -1.1 | 1.3 | -2.0
> S=c1[nH]cnc2scc(-c3ccccc3)c12
 : 11.3 | 17.7 | 13.9 | 0.3 | -12.1 | 3.5 | 8.1
> COc1cc2c(cc1OC)C1(CCCC1)CNC2c1cccc([N+](=O)[O-])c1 (configuration not stated)
 : 7.1 | -3.6 | -5.2 | 8.4 | -7.2 | -0.9 | 0.8
> CCOC(=O)CSc1nnc(-c2ccccc2)c(=O)[nH]1
 : -2.1 | -3.9 | nt | 1.8 | -4.0 | 1.1 | nt
> CC(C)NC(=O)C1CCN(C2CCN(C(=O)c3scc4c3CCCC4)CC2)CC1
 : 8.0 | 3.3 | 4.7 | 1.1 | 10.3 | 1.9 | 7.4
